BAP1 block: blocks human BAP1 ubiquitin-AMC hydrolysis. Q92560. recombinant BAP1, Ub-AMC hydrolysis fluorescence kinetic; stronger effect = lower value. activity remaining (% of control), % at 20 µM. 72,000 tested, 0.48% active. AID 436;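 active = activity remaining at or below 50% of control, provided the compound also passes the data quality filters; inactive = the rest, including low values that fail the filters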;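 note: 100% = DMSO wells rate and 0% = substrate alone blank rate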
Target sequence (Q92560 whole entry, looked up): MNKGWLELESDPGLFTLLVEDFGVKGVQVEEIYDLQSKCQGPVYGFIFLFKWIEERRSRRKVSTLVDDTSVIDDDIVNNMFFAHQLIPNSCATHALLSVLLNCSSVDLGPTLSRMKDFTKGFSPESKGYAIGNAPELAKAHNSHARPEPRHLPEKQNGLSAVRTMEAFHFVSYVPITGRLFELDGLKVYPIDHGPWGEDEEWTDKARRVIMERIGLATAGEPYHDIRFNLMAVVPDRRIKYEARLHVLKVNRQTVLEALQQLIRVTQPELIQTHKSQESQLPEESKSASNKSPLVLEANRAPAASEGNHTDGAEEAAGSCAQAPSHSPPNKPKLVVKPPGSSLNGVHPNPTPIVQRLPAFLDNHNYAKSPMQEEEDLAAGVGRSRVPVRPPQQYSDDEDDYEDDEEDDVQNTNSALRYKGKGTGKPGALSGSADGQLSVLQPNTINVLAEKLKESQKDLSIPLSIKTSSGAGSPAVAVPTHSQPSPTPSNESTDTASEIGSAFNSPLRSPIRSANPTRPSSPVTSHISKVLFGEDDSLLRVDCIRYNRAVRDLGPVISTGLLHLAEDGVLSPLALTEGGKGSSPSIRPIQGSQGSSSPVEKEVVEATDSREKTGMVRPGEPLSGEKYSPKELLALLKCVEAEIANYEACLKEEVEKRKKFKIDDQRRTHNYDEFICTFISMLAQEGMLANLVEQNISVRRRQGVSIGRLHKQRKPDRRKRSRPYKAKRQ
HePTP inhibitor: blocks human HePTP tyrosine phosphatase. recombinant HePTP phosphatase activity, OD absorbance. inhibition, % at 20 µM. 110,000 tested, 0.64% active. AID 521; in the data active = inhibition above about 50%;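 note: plate controls were vehicle for no effect and reference inhibitor for full effect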
Target sequence (P35236 whole entry, looked up): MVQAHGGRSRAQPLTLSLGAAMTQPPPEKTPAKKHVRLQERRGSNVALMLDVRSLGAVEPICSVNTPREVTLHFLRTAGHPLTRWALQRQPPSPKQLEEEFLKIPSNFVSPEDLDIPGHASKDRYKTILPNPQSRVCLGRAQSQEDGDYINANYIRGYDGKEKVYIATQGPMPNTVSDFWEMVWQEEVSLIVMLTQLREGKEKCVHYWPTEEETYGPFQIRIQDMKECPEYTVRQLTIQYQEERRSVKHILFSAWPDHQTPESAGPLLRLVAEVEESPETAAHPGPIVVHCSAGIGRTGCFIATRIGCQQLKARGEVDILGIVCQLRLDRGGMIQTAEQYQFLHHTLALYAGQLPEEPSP
Starred values were filed as active, the others as inactive; x = not tested or not shown; & = joins results of further samples.

SMILES	BAP1 block	HePTP inhibitor
Cc1ccc(S(=O)(=O)N2CCCC2C(=O)Nc2cc(C)on2)cc1 (configuration not stated)	111	6
COc1ccc(CCNC(=S)NC(=O)/C=C/c2ccc(C)cc2)cc1OC	x	2
O=C1c2ccccc2C2(O)OC(c3ccccc3)=C(c3nc4ccccc4s3)C12O (configuration not stated)	x	2
CC1=NN(c2ccccc2)C(=O)/C1=C/c1c(O)n(C)c(=O)n(C)c1=O	x	-18
Cc1oc2cc(O)ccc2c(=O)c1Oc1ccccc1Br	x	-1
CC(=O)Oc1ccccc1-c1nc(C)nc(N(C)C(C)=O)n1	89	0
Cc1sc(NC(=O)C2CCCO2)c(C#N)c1C (configuration not stated)	x	1
COc1ccc(C2=NN3C(C2)c2cc(Cl)ccc2OC3c2ccncc2)cc1OC (configuration not stated)	126	x
COc1ccc2c(=O)c3c(=O)n(Cc4ccco4)c(C4CCCCC4)nc3oc2c1	100	8
Cc1ccc2[nH]c(=S)cc(C)c2c1	96	0
COc1cc2c(cc1C)/C(=N/OC(=O)c1ccc(OC)c(OC)c1)CCC2	x	0
CCOC(=O)C1=C(O)/C(=C\c2ccc(F)cc2)N=C1C	x	-2
CCCn1c(CNc2ccc(Br)cc2)nc2ccccc21	71	4
Cc1ccc(C(=O)NNC(=O)c2ccc(O)cc2O)cc1	x	1
COC(=O)c1c(NC(=O)Cc2cccs2)sc2c1CCC(C)C2 (configuration not stated)	65	9
CCn1c(SC(C)C(=O)OC)nnc1-c1c[nH]c2ccccc12 (configuration not stated)	98	1
COc1ccc(OC)c(S(=O)(=O)NCCc2ccccc2)c1	91	1
Cc1cc(C)c(S(=O)(=O)Nc2cc(Br)c(O)c3ccccc23)c(C)c1	x	1
O=C(Nc1ccc(Cl)cc1)N1CCCC1	90	5
CC(C)(C)NCCOc1cc(Cl)ccc1Cl	x	-4
Cc1c(NC(=O)c2ccc(CN3CCc4ccccc4C3)cc2)c(=O)n(-c2ccccc2)n1C	89	-8
CCCC1=NN2C(=N)/C(=C/c3ccc(-c4ccc([N+](=O)[O-])cc4C)o3)C(=O)N=C2S1	x	82*
CC(C)CC(C(=O)Nc1oc(-c2ccco2)c(-c2ccco2)c1C#N)N1C(=O)c2ccccc2C1=O (configuration not stated)	x	5
CCn1c(SCC(=O)Nc2ccccc2C(=O)OC)nnc1-c1ccoc1C	101	3
CC(C)(C)c1ccc(C(=O)Nc2cccc(Cl)c2)cc1	x	4
O=c1c2ccccc2c(C=NCCCN2CCOCC2)c(O)n1Cc1ccccc1	100	-8
C=CCc1cccc2cc(C(=O)NC3=C(C#N)CCC3)c(=O)oc12	x	-13
CCN(CC)CCNC(=O)c1cn(C)c2ccc(S(=O)(=O)N(C)C3CCCCC3)cc2c1=O	93	-11
COc1ccc(CN(C(=O)Cn2nnc3ccccc32)C(C(=O)NC(C)(C)C)c2ccco2)cc1 (configuration not stated)	109	4
N#Cc1nc(COc2ccccc2)oc1N1CCCCC1	93	-4
CCOC(=O)Nc1ccc(C(N)=O)cc1	92	-10
CC1=C(C(=O)OCC2CCCO2)C(c2ccncc2)C2=C(CC(C)(C)CC2=O)N1 (configuration not stated)	122	5
O=C(O)c1ccccc1Nc1ccccc1C(=O)O	55	x
COc1ccc(N2C(=O)C3CCCN3C2c2cc(OC)c(OC)c(OC)c2)cc1 (configuration not stated)	99	5
COCCCNC(=O)CN(c1ccc(OC)cc1OC)S(C)(=O)=O	x	-1
CC(C)(C)c1ccc(-c2nnc(SCCC#N)n2C2CCCC2)cc1	62	13
Cc1cc(C)cc(-n2c(C)cc(/C=N/NC(=O)c3cccnc3)c2C)c1	x	10
O=C(c1cccc(S(=O)(=O)N2CCOCC2)c1)N1CCOCC1	98	0&3
COc1ccc(CN2CCN(C3CCCCC3)CC2)cc1	x	6
Cc1cc(NS(=O)(=O)c2ccc(C3CCCCC3)cc2)no1	109	12

Given as a markdown table: entries from further up
| SMILES | BAP1 block | HePTP inhibitor |
| --- | --- | --- |
| COc1ccc2c(=O)c3c(=O)n(Cc4ccco4)c(C4CCCCC4)nc3oc2c1 | 100 | 8 |
| Cc1ccc2[nH]c(=S)cc(C)c2c1 | 96 | 0 |

(listing goes on)
SMILES	BAP1 block	HePTP inhibitor
CC(=O)c1ccc(-c2nc3c4ccccc4ccn3c2C(C)=O)o1	71	8
Cn1c(Cc2cccs2)nnc1SCC(=O)N1CCc2ccccc21	161	-2
CCOc1ccc(C(C)NC(=O)CCC(=O)O)cc1 (configuration not stated)	91	8
COc1cccc2cc(C(=O)N3CCN(c4ccccc4F)CC3)c(=O)oc12	99	-4
Cc1cc2nn(-c3ccccc3)nc2cc1N	x	5
CN1CCc2c(sc(/N=C/c3ccco3)c2C(N)=O)C1	115	2
CCCCc1ccc(-c2csc(/C(C#N)=C/c3ccc(O)c(OCC)c3)n2)cc1	x	-7
O=C(O)c1ccccc1C(=O)Nc1ccc(Nc2ccc([N+](=O)[O-])cc2[N+](=O)[O-])cc1	x	-5
CCCCOc1ccc(C(=O)NCCOc2ccccc2Cl)cc1	x	5
CCCN1C(=O)C(NS(=O)(=O)c2ccc(N)cc2)(C(F)(F)F)C(C(=O)OC)=C1C (configuration not stated)	154	9
O=C(Cn1c2ccccc2c(=O)c2ccccc21)N/N=C/c1cc(Cl)cc(Cl)c1O	x	16
O=c1[nH]c(=O)n(-c2ccccc2F)c(O)c1C=Nc1ccc2c(c1)OCO2	x	3
O=C(Nc1nc(-c2ccccc2)cs1)C1CCCO1 (configuration not stated)	89	6
Cc1cc(Nc2ccc3c(c2)OCCO3)n2ncnc2n1	95	1
Cn1c(SCC(=O)NCc2cccs2)nnc1-c1ccco1	142	-1
COc1ccc(C2/C(=C(/O)c3ccc(F)cc3)C(=O)C(=O)N2CCCN(C)C)cc1 (configuration not stated)	x	7
CC1CCN(Cn2cnn(CN3CCC(C)CC3)c2=S)CC1	x	-2
COc1ccc(NC(=NS(=O)(=O)c2ccc(C)cc2)c2ccccc2)cc1	64	x
COCc1nnc(NC(=O)CCCOc2ccccc2OC)s1	95	4
O=c1[nH]c(CN2CCN(Cc3ccc4c(c3)OCO4)CC2)nc2sc3c(c12)CCC3	116	11

Rewritten bar-delimited: 23 of the compounds above
canonical_smiles | BAP1 block | HePTP inhibitor
O=C(c1cccc(S(=O)(=O)N2CCOCC2)c1)N1CCOCC1 | 98 | 0&3
COc1ccc(CN2CCN(C3CCCCC3)CC2)cc1 | x | 6
Cc1cc(NS(=O)(=O)c2ccc(C3CCCCC3)cc2)no1 | 109 | 12
CC(=O)c1ccc(-c2nc3c4ccccc4ccn3c2C(C)=O)o1 | 71 | 8
Cn1c(Cc2cccs2)nnc1SCC(=O)N1CCc2ccccc21 | 161 | -2
CCOc1ccc(C(C)NC(=O)CCC(=O)O)cc1 (configuration not stated) | 91 | 8
COc1cccc2cc(C(=O)N3CCN(c4ccccc4F)CC3)c(=O)oc12 | 99 | -4
Cc1cc2nn(-c3ccccc3)nc2cc1N | x | 5
CN1CCc2c(sc(/N=C/c3ccco3)c2C(N)=O)C1 | 115 | 2
CCCCc1ccc(-c2csc(/C(C#N)=C/c3ccc(O)c(OCC)c3)n2)cc1 | x | -7
O=C(O)c1ccccc1C(=O)Nc1ccc(Nc2ccc([N+](=O)[O-])cc2[N+](=O)[O-])cc1 | x | -5
CCCCOc1ccc(C(=O)NCCOc2ccccc2Cl)cc1 | x | 5
CCCN1C(=O)C(NS(=O)(=O)c2ccc(N)cc2)(C(F)(F)F)C(C(=O)OC)=C1C (configuration not stated) | 154 | 9
O=C(Cn1c2ccccc2c(=O)c2ccccc21)N/N=C/c1cc(Cl)cc(Cl)c1O | x | 16
O=c1[nH]c(=O)n(-c2ccccc2F)c(O)c1C=Nc1ccc2c(c1)OCO2 | x | 3
O=C(Nc1nc(-c2ccccc2)cs1)C1CCCO1 (configuration not stated) | 89 | 6
Cc1cc(Nc2ccc3c(c2)OCCO3)n2ncnc2n1 | 95 | 1
Cn1c(SCC(=O)NCc2cccs2)nnc1-c1ccco1 | 142 | -1
COc1ccc(C2/C(=C(/O)c3ccc(F)cc3)C(=O)C(=O)N2CCCN(C)C)cc1 (configuration not stated) | x | 7
CC1CCN(Cn2cnn(CN3CCC(C)CC3)c2=S)CC1 | x | -2
COc1ccc(NC(=NS(=O)(=O)c2ccc(C)cc2)c2ccccc2)cc1 | 64 | x
COCc1nnc(NC(=O)CCCOc2ccccc2OC)s1 | 95 | 4
O=c1[nH]c(CN2CCN(Cc3ccc4c(c3)OCO4)CC2)nc2sc3c(c12)CCC3 | 116 | 11

Remaining list, next part:
SMILES	BAP1 block	HePTP inhibitor
CC1CC(=O)C2=C(C1)Nc1ccccc1N(C(=O)COc1ccccc1)C2c1ccco1 (configuration not stated)	87	8
COc1ccc(C(=O)SC2=NCCS2)cc1OC	102	7
COC(=O)/C(C#N)=C\c1ccc(OC)cc1	x	1
COc1ccc(NC(=O)c2c(-c3ccccc3Cl)noc2C)cc1	x	0
CCn1cc(C(=O)OCC(=O)NCc2ccc3c(c2)OCO3)c(=O)c2ccc(C)nc21	92	15
O=C(CN1CCN(c2ccc(F)cc2)CC1)Nc1cc(C(F)(F)F)ccc1Cl	75	6
O=C(NC1CCCCC1)N1CCN(Cc2ccccc2)CC1	x	9
CCCCCCn1c(SCC(=O)OC)nc2c1c(=O)[nH]c(=O)n2C	101	10
CCN1C(=O)NC(c2cccnc2)C(C(=O)OC)=C1C (configuration not stated)	103	5
O=C(c1ccco1)N1CCN(C(=O)C2c3ccccc3Oc3ccccc32)CC1	61	-11
COc1cc(C2NC(=O)NC(c3ccccc3)=C2C(C)=O)ccc1OCC(=O)O (configuration not stated)	88	-6
O=[N+]([O-])c1ccc2[nH]c(O)c(C=NCc3ccccc3)c2c1	x	7
COc1ccc(N(CC(=O)Nc2cccc(C)c2)S(C)(=O)=O)c(OC)c1	x	-7
COc1ccc(N(CC(=O)NC(C)c2ccccc2)S(C)(=O)=O)c(OC)c1 (configuration not stated)	x	-2
COc1ccc(-c2nnc(/C=C/c3ccccc3)o2)cc1	x	-7
CC1CN(S(=O)(=O)c2cccc(C(=O)Nc3ccccc3)c2)CC(C)O1 (configuration not stated)	99	x
COc1cc(/C=C2/SC(=S)N(C)C2=O)cc(Br)c1OCCOc1ccccc1C	x	3
CCC(C)NC(=O)CSC1=Nc2ccccc2C2=NC(CC(=O)NCc3ccccc3)C(=O)N12 (configuration not stated)	x	2
CC(C1CC1)N(Cc1ccccc1)C(=O)Nc1ccccc1Cl (configuration not stated)	x	-13
COc1ccc(-c2[nH]nc3c2C(c2ccc(OC(=O)N4CCOCC4)cc2)C(C#N)=C(N)O3)cc1 (configuration not stated)	92	-12
CCn1c(Cc2ccccc2)nnc1SCC(=O)Nc1nnc(-c2ccccc2)s1	101	4
O=S(=O)(c1ccc2nc(-c3ccco3)c(-c3ccco3)nc2c1)N1CCOCC1	97	11
CCCC(=O)C1=C(O)C(C(=O)OC)C(C)(C)CC1=N (configuration not stated)	99	7
O=c1[nH]c2cc3c(cc2cc1CN(Cc1nnnn1CC1CCCO1)C1CCCC1)OCO3 (configuration not stated)	x	4
C=CCOC(=O)CCC(=O)Nc1cc(OC)nc(OC)n1	109	-15
O=C(NCc1ccccc1)c1ccc(S(=O)(=O)c2ccccc2)cc1	x	0
CC(C)=CCC/C(C)=C/CC/C(C)=C/CSc1ccccc1C(=O)O	48*	x
Cc1ccc(S(=O)(=O)Oc2ccc(Br)cc2/C=C2\SC(=S)NC2=O)cc1	x	6
Cc1ccc(/C=C(/NC(=O)c2ccccc2I)C(=O)Nc2ccccc2)o1	x	8
COc1ccc(C(=O)Nc2cccc(C)n2)cc1[N+](=O)[O-]	81	x
Cc1cc(C)nc(SCc2ccc3nonc3c2)n1	104	9
N#Cc1c(N)n(CCCN2CCOCC2)c2nc3ccccc3nc12	x	5
Cc1ccc(N(CC(=O)N2CCCCC2)S(=O)(=O)c2ccc(F)cc2)cc1	x	-3
COc1ccccc1N1CC(O)=C(c2nc3ccccc3s2)C1=N	x	4
Cc1cc(C)n(C(=O)c2cccc(Br)c2)n1	x	-7
O=C(NC1CCCCC1)NC1(C(=O)NCCCN2CCOCC2)CCCCC1	93	4
COc1cc2oc(=O)c(Br)c(C)c2c(OC)c1OC	84	6
CSC1=NCCN1C(=O)c1ccco1	97	-1
O=C1/C(=C/N2CCCCC2)c2ccccc2C(=O)N1c1ccccc1	x	-5
COc1ccccc1NC(=O)c1c(NC(=O)C(C)(C)C)sc2c1CCC2	63	x
CCCSc1nnc2nc3c(nn12)c1ccccc1n3C	88	-2
CCN1CCCC1CNC(=O)c1cn(C)c2ccc(S(=O)(=O)N3CCCCCC3)cc2c1=O (configuration not stated)	97	-4
Cc1ccc(NC(=O)CN(c2ccc(Cl)cc2)S(C)(=O)=O)c(C)c1	x	-5
Cc1c(C(=O)Nc2cccc(-c3nc4ncccc4o3)c2)cccc1[N+](=O)[O-]	x	-4
O=C(c1ccc(CS(=O)(=O)Cc2ccc(Cl)cc2)o1)N1CCCC1	105	6
NC(=O)COC(=O)CNC(=O)c1ccc(Cl)cc1	85	12
Cc1cc(/C=N/NC(N)=O)c(C)n1-c1ccc(Cl)cc1	x	13
COc1ccc(C2N(c3cc(C)on3)C(=O)C3CCCN32)cc1OC (configuration not stated)	75	8
CCOC(=O)C(NC(=O)c1ccccc1)(Nc1cc(C)on1)C(F)(F)F (configuration not stated)	92	0
C=CCOC(=O)C1=C(C)OC(N)=C(C#N)C1c1c(C)nn(-c2ccccc2)c1Cl (configuration not stated)	82	-7
COC(=O)C1C(=O)NC(SC)=C(C#N)C1c1ccccc1F (configuration not stated)	101	1
CCOc1cc(C(=O)Nc2nn[nH]n2)cc(OCC)c1OCC	x	-2
O=C(Oc1ccc2c(=O)c(Oc3ccccc3Br)c(C(F)(F)F)oc2c1)c1ccco1	157	x
Cc1ccccc1N1CCN(Cc2c(C#N)c3ccccc3n2C)CC1	45*	11
COc1cc(C(Nc2ccc3c(c2)OCO3)C(=O)NC2CCCCC2)cc(OC)c1OC (configuration not stated)	113	9
